Bioassay records deposited in PubChem BioAssay by The Scripps Research Institute Molecular Screening Center.
TCR CD3 inh = human TCR-CD3 binding inhibition; TAMRA-labeled TCR probe fluorescence, biochemical; inhibition, % at 9.4 µM; actives 0.37% (n = 360,000); in the data active = inhibition above about 19%;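 note: recombinant mutant TCR 2C K166C tagged with TAMRA read by polarization; 0% = receptor in buffer alone and 100% = receptor with positive control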
PRMT1 FP inh = inhibitors of human PRMT1. Q99873. recombinant PRMT1, activity-based probe fluorescence polarization. inhibition, % at 2.79 µM. actives 1.3% (n = 370,000);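 active = inhibition above about 21% made by adding two undisclosed values, limit read from the data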
DDE Tn7 FP inh = disrupts Tn7 cyclic peptide binding to fibrin D-Dimer-E complex; P02675; actives 0.13% (n = 370,000); inhibition, % at 8.3 µM; AID 720508; FP displacement of FITC-Tn7 peptide from fibrin DD(E); 0% = median of compound wells per plate;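 active = inhibition above the mean of compounds falling within the control limits plus 3 SD of them, cut at about 14% in these data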;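 note: 0% = plate median of compound wells and 100% = 10 µM Aha-Tn7 peptide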
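Assay system: Human clot-derived fibrin DD(E) complex | Buffer or medium: Tris/NaCl/CaCl2 buffer, pH 7.8 | Repeats: One replicate per compound | Benchmarks: Aha-Tn7 high control | Measure: % inhibition scaled between sample-field median and high-control FP | Schedule: 10 min plus 3 h, room temperature | Signal: Fluorescence polarization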
LEDGF integ inh = blocks HIV-1 LEDGF/p75-dependent DNA integration | inhibition, % at 3.7 µM | TR-FRET IN-LEDGF/p75 DNA integration, Eu/Cy5 | actives 0.64% (n = 370,000);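 active = inhibition above the screen-wide mean plus 3 SD, cut at about 13% in these data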;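 note: signal is the Cy5 over europium emission ratio at 671 and 618 nm; 0% = plate median of compound wells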
UHRF1 MBD2 ctr = blocks human UHRF1 binding to methylated DNA; UHRF1 binding to methylated oligo, TR-FRET; inhibition, % at 4.4 µM; actives 0.75% (n = 370,000); AID 687016; in the data active = inhibition above about 21%;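 note: UHRF1 SRA domain binding a hemimethylated CpG hairpin DNA probe; 0% = median of test compound wells and 100% = reference inhibitor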
Target sequence (Q96T88 whole entry, looked up, the tested form may be a part): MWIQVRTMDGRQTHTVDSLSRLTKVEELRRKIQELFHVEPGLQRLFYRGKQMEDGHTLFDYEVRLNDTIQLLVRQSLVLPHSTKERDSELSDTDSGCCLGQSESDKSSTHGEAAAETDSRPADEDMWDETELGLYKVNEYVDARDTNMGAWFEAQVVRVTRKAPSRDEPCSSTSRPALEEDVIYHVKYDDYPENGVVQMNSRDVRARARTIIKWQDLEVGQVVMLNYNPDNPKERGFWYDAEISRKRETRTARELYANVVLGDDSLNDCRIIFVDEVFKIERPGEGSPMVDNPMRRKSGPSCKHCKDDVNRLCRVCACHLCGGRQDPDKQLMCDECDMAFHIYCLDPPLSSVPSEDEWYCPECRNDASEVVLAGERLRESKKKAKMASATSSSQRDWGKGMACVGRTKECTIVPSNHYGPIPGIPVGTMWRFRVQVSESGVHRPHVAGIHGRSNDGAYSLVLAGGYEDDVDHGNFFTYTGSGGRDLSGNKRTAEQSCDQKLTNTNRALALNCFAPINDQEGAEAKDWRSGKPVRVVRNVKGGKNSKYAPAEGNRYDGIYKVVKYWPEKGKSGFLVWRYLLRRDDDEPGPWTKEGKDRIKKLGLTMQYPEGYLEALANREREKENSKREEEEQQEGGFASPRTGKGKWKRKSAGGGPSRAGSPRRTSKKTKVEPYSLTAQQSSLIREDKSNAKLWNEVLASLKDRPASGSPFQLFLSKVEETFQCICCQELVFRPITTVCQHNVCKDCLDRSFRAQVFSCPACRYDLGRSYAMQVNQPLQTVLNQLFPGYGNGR
DDE Tn6 FP inh = disrupts Tn6 cyclic peptide binding to fibrin D-Dimer-E complex; Fibrin DD(E) TRITC-Tn6 fluorescence polarization displacement; inhibition, % at 8.3 µM; actives 0.21% (n = 370,000);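 active = inhibition above a per-campaign cutoff: mean of compounds within control limits plus 3 SD, cut at about 15% in these data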;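 note: 0% = median of all compound wells on the plate and 100% = blocking peptide control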
KLK7 zymogen act = activators of human kallikrein-7 zymogen; actives 0.9% (n = 370,000); purified proKLK7, EDANS-DABCYL substrate fluorescence; 100% is mature enzyme control, 0% vehicle; P49862; activation, % at 7 µM;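 active = activation above the mean of all tested compounds plus 3 SD, computed per campaign excluding outliers beyond control limits, cut at about 13% in these data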
Target sequence (P49862 whole entry, looked up): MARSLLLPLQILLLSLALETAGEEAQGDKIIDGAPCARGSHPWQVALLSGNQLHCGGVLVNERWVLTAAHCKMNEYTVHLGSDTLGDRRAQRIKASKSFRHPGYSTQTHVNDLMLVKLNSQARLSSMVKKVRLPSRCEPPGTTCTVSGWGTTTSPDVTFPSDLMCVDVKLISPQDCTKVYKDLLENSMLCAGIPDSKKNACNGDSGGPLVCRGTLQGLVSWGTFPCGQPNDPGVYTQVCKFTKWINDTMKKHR
SIAE inh = human SIAE inhibition, primary screen; inhibition, % at 9.66 µM; Q9HAT2; actives 0.69% (n = 370,000); SIAE FP-Rh probe binding, fluorescence polarization;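 active = inhibition above a cutoff: mean of compounds within the control limits plus 3 SD of those, cut at about 17% in these data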;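 note: 0% = plate median of compound wells and 100% = probe without SIAE protein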
TDP2 absorb = blocks human TDP2 phosphodiesterase activity; actives 0.34% (n = 370,000); O95551; AID 720702; inhibition, % at 12.8 µM; recombinant TDP2, T5PNP hydrolysis, p-nitrophenol absorbance 415 nm;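 active = inhibition above the mean of all tested compounds plus 3 SD, set per campaign, cut at about 25% in these data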;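 note: 0% = DMSO with enzyme and 100% = buffer with substrate but no TDP2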
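System – recombinant human TDP2 · Quantity – TDP2 enzyme at 120 nM final · Doses – single concentration, 12.8 µM nominal, with 1% DMSO · Incubation – 2 h at 37 °C · Measured by – epi absorbance of p-nitrophenol freed from T5PNP by hydrolysis · Read-out – % inhibition relative to enzyme-containing and enzyme-free wells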
MBD2 DNA inh = MBD2-methylated oligo binding inhibition. Q9UBB5. AID 686964. actives 0.31% (n = 370,000). inhibition, % at 4.4 µM. TR-FRET, MBD2 binding to methylated oligonucleotide; in the data active = inhibition above about 13%
Active calls of the source: *; . = no result given.

Each structure is followed by: TCR CD3 inh	PRMT1 FP inh	DDE Tn7 FP inh	LEDGF integ inh	UHRF1 MBD2 ctr	DDE Tn6 FP inh	KLK7 zymogen act	SIAE inh	TDP2 absorb	MBD2 DNA inh
> CC(C)(C)c1ccc(NC(=O)NC2CCCc3ccccc32)cc1 (configuration not stated)
    0	-6	-6	0	0	-7	0.3	-1	-18	-4
> Cc1cc(C(O)c2ncc(-c3cccc(F)c3)[nH]2)ccc1F (configuration not stated)
    4	-2	-2	5	-3	8	0.2	-1	-3	-4
> Cc1cc(NC(=O)Cn2cnc3c(nnn3-c3cccc(F)c3)c2=O)no1
    13	-1	-5	0	-2	-3	0.2	-6	5	1
> Cc1oc2c(O)c(O)ccc2c(=O)c1-c1cnn(-c2ccccc2)c1
    10	26*	-4	0	5	-4	-0.1	5	-12	2
> CCCOc1ccc(-c2nc(C#N)c(NCC3CCCO3)o2)cc1 (configuration not stated)
    -1	0	4	1	12	7	-2.1	7	-8	7
> c1ccc(-c2n[nH]c(-c3ccccn3)n2)cc1
    4	0	1	-3	-2	11	0.2	-2	0	1
> c1ccc(-n2nnnc2Sc2n[nH]c(-c3ccncc3)n2)cc1
    1	3	2	1	2	11	-0.5	-2	16	2
> Cn1c(=O)n(CCN2CCOCC2)c(=O)c2c1nc1n2CCN1c1ccc(Oc2ccccc2)cc1
    6	-1	0	1	1	-9	1.2	0	2	-2
> COCCN(C(=O)CSCc1ccc(C)cc1)c1c(N)n(CC(C)C)c(=O)[nH]c1=O
    5	4	4	-2	-2	-6	-1.3	8	-8	3
> COc1ccc(Br)cc1CNC(=O)CCC(=O)n1nc(C)c2ccccc21
    -1	10	-1	-7	0	0	-1.1	0	-16	-4
> COCCNC(C)C(=O)C12CC3CC(CC(C3)C1)C2 (configuration not stated)
    -15	-1	0	0	-4	9	-0.1	1	3	-1
> Cc1nn(C)c(C)c1Sc1ccc(Br)cc1
    3	-1	3	-3	3	6	-0.3	-1	-3	6
> Cc1ccc(S(=O)(=O)Nc2ccc(Cl)cn2)cc1
    5	-1	3	-2	-1	3	0.8	-5	-6	-7
> O=C1C2ON(c3ccccc3)C(c3ccccn3)C2C(=O)N1c1ccc(Br)cc1 (configuration not stated)
    3	3	7	1	-2	7	-0.9	4	5	-3
> O=C(OCCN1CCOCC1)c1ccc(O)cc1
    6	3	-4	3	-1	-2	-0.3	-6	9	-5
> O=C(CSc1nc2ccccc2o1)NN=C/C=C\c1ccccc1[N+](=O)[O-]
    .	20	0	3	-2	3	0.2	-2	-5	1
> O=C(NCCc1ccccc1Cl)C1CCC(=O)N(C2CCCCCC2)C1 (configuration not stated)
    5	0	-6	-3	-2	-8	0.7	5	2	-1
> C[C@H](CO)N1C[C@H](C)[C@@H](CN(C)C(=O)Nc2ccc(N3CCN(C)CC3)cc2)OCc2cnnn2CCCC1=O
    -2	-1	2	5	-3	5	0.6	1	-5	1
> COc1ccc(OCCC(=O)NC2CCCCC2)cc1
    4	1	0	-3	2	-2	0.1	0	14	3
> CCOC(=O)c1c(NC(=O)CN2C(=O)NC3(CCC(C)CC3)C2=O)sc(C(=O)N(C)C)c1C (configuration not stated)
    2	-6	-2	5	-2	-3	0.2	8	5	0
> CCCCC(=O)NC(NC(=S)N1CCCCCC1)C(Cl)(Cl)Cl (configuration not stated)
    -4	-3	-3	-1	-1	1	0.1	2	11	-1
> CCOC(=O)c1c(N)c(C#N)c2n1CCCCC2
    10	-1	-2	0	-1	2	-0.7	7	10	5
> CC(C)c1cccc(-c2csc(C(C)(O)c3ccccc3)n2)c1 (configuration not stated)
    -9	3	8	16*	1	1	0.3	-7	-3	1
> CCOC(=O)C1(Cc2cccc(OC)c2)CCCN(C(=O)c2ccccc2C)C1 (configuration not stated)
    -8	6	1	2	2	-6	-0.1	3	-7	4
> CCc1ccc([C@@H]2CC=C(C(=O)O)[C@H](c3ccc(C(C)(C)C)cc3)N2S(=O)(=O)c2ccc(C)cc2)cc1
    -4	5	-6	-1	-1	4	0.1	-16	0	1
> C[C@@H]1COC(=O)[C@H](NC(=O)OCC2c3ccccc3-c3ccccc32)C/C=C\C[C@@H](CC(=O)N[C@@H](CO)Cc2ccccc2)C(=O)N1
    5	-2	-3	-1	-4	5	0.4	-5	-17	2
> CCOC(=O)c1cc2c(n(-c3ccc(C)cc3)c1=O)CCCC2=O
    -5	-2	0	2	-1	3	-0.1	-3	1	1
> CCOC(=O)N1CCC(NC(=O)c2cccc3c2C(=O)N(c2ccc(OC)cc2)C3)CC1
    1	3	8	2	4	4	2.4	-9	-1	5
> CCC(C(=O)N(C(C)C)C(C)C)c1ccccc1 (configuration not stated)
    3	1	6	3	1	4	0.2	7	-7	3
> N#C/C(=C\c1cccc(Cl)c1)C(=O)c1ccccc1
    -4	0	-9	1	0	-5	0.1	-1	-12	-1

Other results follow:
Each structure is followed by: TCR CD3 inh	PRMT1 FP inh	DDE Tn7 FP inh	LEDGF integ inh	UHRF1 MBD2 ctr	DDE Tn6 FP inh	KLK7 zymogen act	SIAE inh	TDP2 absorb	MBD2 DNA inh
> CSCC[C@H](NC(=O)Cc1c(C)c2cc3c(C)c(C)oc3cc2oc1=O)C(=O)N[C@@H](C(=O)O)c1ccccc1
    7	-2	-3	3	-2	2	5.8	0	10	-4
> CC(C)(C)S(=O)N1Cc2cc(C(=O)N[C@@H]3CCN(Cc4ccccc4)C3)nc(-c3cccc(-c4cc5ccccc5o4)c3)c2[C@@H]1CCO (some centres not stated)
    -10	-5	-15	3	0	-6	-1.1	-25	-15	-5
> O=C(N/N=C/c1ccoc1)c1ccc([N+](=O)[O-])cc1
    4	0	5	2	-1	-2	0.6	15	-2	-5
> CCOc1ccc(Br)cc1S(=O)(=O)Nc1ccc(Cl)c(S(=O)(=O)N(CC)c2ccccc2)c1
    -7	4	-2	-2	6	-4	0.2	-54	6	-3
> Cc1cccc(C)c1-n1nnnc1C1c2ccccc2C(=O)N1CCC(C)C (configuration not stated)
    -6	5	7	-1	1	5	0.8	0	5	2
> O=C(N/N=C/c1ccccn1)c1sc2ccccc2c1Cl
    -9	-1	-2	2	-6	-1	-1.1	-14	-1	4
> CCCCc1cc(=O)oc2cc(OCC(=O)N3CCC(C(N)=O)CC3)ccc12
    13	0	-1	2	-1	11	-0.4	-10	-4	0
> O=C(NNC(=S)NC(=O)c1ccc(Br)cc1)c1ccc([N+](=O)[O-])cc1
    14	1	6	1	-4	9	-0.2	3	-2	-1
> CC(C)(C)c1ccc(/C=C(\C#N)C(=O)NCCN2CCOCC2)cc1
    4	-1	-1	0	-1	1	0.7	3	18	1
> COc1ccc(CC(=O)OCC(=O)Nc2ccc(Cl)cn2)cc1
    -1	-1	-6	2	1	-2	0.4	-8	-8	1
> N#Cc1c(N)n(CCCN2CCOCC2)c2nc3ccccc3nc12
    -4	-2	2	-2	-11	-1	47*	2	5	-10
> COc1ccc(C(C)=O)cc1CSc1nnc(-c2ccccc2O)n1-c1ccccc1
    5	2	-2	0	-2	0	0.2	3	-16	0
> C[C@H](O)[C@@H]1CN2CCc3c([nH]c4c(-c5ccc6c(c5)OCO6)cccc34)[C@@H]2C[C@@H]1N(C)C(=O)c1ccco1
    .	-5	-1	3	0	-1	-0.3	-6	6	5
> Cc1cccc(-n2cc(CN3CCN(c4ccccn4)CC3)c(-c3cccc(F)c3)n2)c1
    -4	-2	1	1	-1	-1	-0.2	-6	-2	-6
> O=C(CCN1C(=O)/C(=C\c2ccccc2)SC1=S)NCCCN1CCOCC1
    -4	12	5	3	-3	-4	0.4	2	2	-2
> O=c1c2ccccc2n(Cc2ccccc2)n1[C@@H](Cc1ccccc1)Cn1cc(-c2ccc(-c3ccccc3)cc2)nn1
    .	-4	-8	-1	1	1	-1.4	1	-6	-2
> CCOC(=O)N1CCN(C(=O)c2ccc3c(=O)n(CC4CCCO4)c(=S)[nH]c3c2)CC1 (configuration not stated)
    8	0	0	-1	1	0	0.5	1	-6	-5
> CCC(=O)NC(=S)Nc1ccc(S(=O)(=O)NC(C)=O)cc1
    5	1	2	0	1	-7	0.0	0	5	-3
> CCN(CC)S(=O)(=O)c1ccc(N=Cc2c(C)c(C#N)c(=O)n(C)c2O)cc1
    5	-2	10	-2	1	6	0.1	5	-2	-4
> CCCN(CC(=O)Nc1ccccc1OC)C(=O)CSC(=S)N1CCCC1
    -7	-5	-3	2	2	-3	0.7	-2	2	-1
> C[C@H](CO)N1C[C@H](C)[C@@H](CN(C)Cc2cccnc2)Oc2cc(-c3cccnc3)ccc2S1(=O)=O
    -1	2	2	-4	13	-6	-0.6	2	5	-1
> Cc1ccc(Cc2c(-c3ccc(Cl)cc3)nc3cc(C)ccn23)cc1
    3	-2	1	4	22*	12	-0.1	-10	-15	1
> Cc1ccc(-n2[nH]c(C)c(C=Nc3cc(C)ccn3)c2=O)cc1
    -2	2	2	-4	-7	5	0.1	-4	-5	-9
> O=c1cc(C(O)C[N+](=O)[O-])occ1OCc1ccccc1 (configuration not stated)
    -7	12	-5	-3	2	-7	-0.5	-4	-2	2
> COc1ccc([N+](=O)[O-])cc1NC(=O)COC(=O)c1ccc(O)cc1
    4	-1	12	1	0	-2	0.9	-4	-4	-9
> Cc1noc(/C=C/N(C)C)c1S(=O)(=O)N(C)CC(=O)NC1CCCCC1
    5	1	-8	5	8	0	-0.2	5	6	3
> O=C(CSc1nnnn1Cc1ccccc1)Nc1ccccc1
    -6	4	0	-3	1	3	-0.7	2	-3	8
> CCCCN(C(=O)CCSc1ccc(F)cc1)c1c(N)n(Cc2ccccc2)c(=O)[nH]c1=O
    5	-3	7	-2	-2	2	-0.1	-5	4	-4
> O=C(CSc1ccccc1)Nc1ccccc1C(=O)N1CCCC1
    -2	-2	0	4	0	10	0.7	4	-18	3
> CCOc1ccc(CCN2C(=O)C(=O)N([C@@H](CC(C)C)CN3CCC[C@H]3CN3C(=O)C(=O)NC[C@@H]3Cc3ccc(O)cc3)C[C@@H]2CC(C)C)cc1
    2	1	4	-5	2	-7	-0.5	0	2	0
> CCCN1CNC(=S)N(c2cccc(C)c2C)C1
    -2	-1	6	-2	-1	-1	-0.7	3	8	0
> O=C(N/N=C/c1cccnc1)c1ccccc1[N+](=O)[O-]
    -1	6	0	-4	5	-10	-0.5	-1	-4	8

A second format for 2 compounds above.
molecule,TCR CD3 inh,PRMT1 FP inh,DDE Tn7 FP inh,LEDGF integ inh,UHRF1 MBD2 ctr,DDE Tn6 FP inh,KLK7 zymogen act,SIAE inh,TDP2 absorb,MBD2 DNA inh
O=c1c2ccccc2n(Cc2ccccc2)n1[C@@H](Cc1ccccc1)Cn1cc(-c2ccc(-c3ccccc3)cc2)nn1,.,-4,-8,-1,1,1,-1.4,1,-6,-2
CCOC(=O)N1CCN(C(=O)c2ccc3c(=O)n(CC4CCCO4)c(=S)[nH]c3c2)CC1 (configuration not stated),8,0,0,-1,1,0,0.5,1,-6,-5
